# Compound activity (PubChem)
# KDM5B inh – Primary screen for KDM5B Histone Demethylases FDH-coupled qHTS | Potency, µM (top dose mostly 57.7 µM), inactives show top-dose activity change, negative = inhibition, most hits filed as inhibitors | 2.6% of 220,000 active | Lysine-specific demethylase 5B (Homo sapiens), Q9UGL1 | KDM5B demethylase, FDH-coupled NADH fluorescence (FDH is formaldehyde dehydrogenase); active means well fitted inhibition curve with a large enough effect; inconclusive means small, poorly fitted or top-dose-only effect; inactive means no such curve, though single readings can be large or run the other way; further: 0% is about no effect; nearly all actives have a fitted effect of over 70% in size
# Target sequence (Q9UGL1 whole entry, looked up): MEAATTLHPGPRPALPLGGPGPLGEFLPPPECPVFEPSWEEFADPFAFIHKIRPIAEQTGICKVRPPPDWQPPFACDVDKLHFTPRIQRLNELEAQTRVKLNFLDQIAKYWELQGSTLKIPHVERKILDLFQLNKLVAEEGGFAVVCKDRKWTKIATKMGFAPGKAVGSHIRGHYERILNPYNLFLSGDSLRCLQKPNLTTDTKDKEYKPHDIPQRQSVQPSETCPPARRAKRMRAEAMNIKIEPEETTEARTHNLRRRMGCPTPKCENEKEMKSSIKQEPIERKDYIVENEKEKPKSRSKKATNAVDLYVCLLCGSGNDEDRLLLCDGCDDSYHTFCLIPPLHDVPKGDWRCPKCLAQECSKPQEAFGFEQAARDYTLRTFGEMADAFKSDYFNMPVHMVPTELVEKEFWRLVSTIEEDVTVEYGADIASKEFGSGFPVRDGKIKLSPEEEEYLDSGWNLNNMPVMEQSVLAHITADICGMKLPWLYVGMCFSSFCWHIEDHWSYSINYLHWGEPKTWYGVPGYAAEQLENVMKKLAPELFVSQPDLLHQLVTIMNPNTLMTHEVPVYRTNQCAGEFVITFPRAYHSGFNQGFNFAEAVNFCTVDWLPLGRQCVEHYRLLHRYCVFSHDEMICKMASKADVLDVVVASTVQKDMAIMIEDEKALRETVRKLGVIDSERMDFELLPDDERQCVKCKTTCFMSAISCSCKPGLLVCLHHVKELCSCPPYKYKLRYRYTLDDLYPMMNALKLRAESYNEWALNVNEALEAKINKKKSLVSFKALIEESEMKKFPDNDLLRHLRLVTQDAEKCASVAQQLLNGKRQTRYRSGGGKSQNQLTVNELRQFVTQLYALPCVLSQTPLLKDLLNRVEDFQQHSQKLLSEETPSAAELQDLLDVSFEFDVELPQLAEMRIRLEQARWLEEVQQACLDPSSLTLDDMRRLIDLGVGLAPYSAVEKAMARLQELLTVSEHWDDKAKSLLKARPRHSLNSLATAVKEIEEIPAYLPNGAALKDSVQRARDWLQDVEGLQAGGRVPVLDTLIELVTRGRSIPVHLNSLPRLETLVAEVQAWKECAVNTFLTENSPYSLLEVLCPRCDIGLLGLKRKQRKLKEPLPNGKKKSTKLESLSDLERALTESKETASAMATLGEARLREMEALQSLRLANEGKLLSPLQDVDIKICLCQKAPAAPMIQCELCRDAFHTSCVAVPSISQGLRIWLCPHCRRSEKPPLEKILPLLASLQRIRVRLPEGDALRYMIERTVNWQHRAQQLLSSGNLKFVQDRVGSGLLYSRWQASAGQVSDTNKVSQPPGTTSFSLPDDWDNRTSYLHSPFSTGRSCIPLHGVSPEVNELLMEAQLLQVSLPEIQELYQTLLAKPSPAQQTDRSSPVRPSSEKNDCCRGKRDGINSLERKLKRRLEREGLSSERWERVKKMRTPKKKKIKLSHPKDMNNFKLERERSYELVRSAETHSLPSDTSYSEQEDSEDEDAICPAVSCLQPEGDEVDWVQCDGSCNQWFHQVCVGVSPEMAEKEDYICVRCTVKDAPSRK
#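 Measured: NADH fluorescence change, 30 min, RT. System: KDM5BΔAP 200 nM final, H3K4me3 peptide, α-KG, Fe(II), ascorbate, NAD⁺ plus FDH, pH 7.5 HEPES. Compounds: titrated, 10 min pre-incubation with enzyme.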
# Starred values were filed as active, the others as inactive; ? = inconclusive; [ ] = dose if it differs, or a comment. Potency means the concentration at half of the fitted maximal effect. Only part of the results is shown; rates above refer to the full screens.
SMILES,KDM5B inh
Cc1oc(-c2ccccc2)nc1CC(=O)Nc1cc(Cl)ccc1F,6.9%
O=C(Cc1ccccc1)Nc1cccc(-c2nc3cccnc3s2)c1,?
O=C(O)c1ccc(NS(=O)(=O)c2ccc(Cl)c(C(=O)Nc3ccccc3)c2)cc1,?
CCOC(=O)Cn1c(=O)n(-c2cccc(Cl)c2)c2nc(-c3ccccc3Cl)nc(C(N)=O)c21,?
O=C(CSc1nnc(-c2cccnc2)n1-c1ccccc1)c1c[nH]c(C(=O)N2CCCC2)c1,10.8%
Cc1ccccc1-n1c(C)nnc1SCc1nc2ccccc2o1,12.0%
CC[C@@]1(O)CCN(C(=O)c2sc(C)cc2OC)C[C@H]1O,17.1%
O=C(/C=C/c1ccc(Cl)cc1)N1CCN(Cc2ccccc2)CC1,36.3%[activator]
Cc1ccc(NC(=O)CSc2nc(-c3ccco3)cc(C(F)(F)F)n2)c(C)c1,-5.2%
CSCC(O)Cn1[nH]c(=O)c2cc(Cl)c(Cl)cc2c1=O (stereo unspecified),18.8%
Cn1c(=O)c2c(nc(NCCCn3ccnc3)n2Cc2ccc(F)cc2)n(C)c1=O,4.8%
CCOc1ccc(-c2nnc(SCC(=O)NCCC(C)C)nc2-c2ccc(OCC)c(OC)c2)cc1OC,?
Cc1ccc(C(=O)N2CCN(C(=O)c3nnn4c3COC(c3ccccc3)C4)CC2)c(C)c1 (stereo unspecified),21.8%
Cc1cccc(NC(=O)c2ccc3c(c2)N(C)C2CCCN2C3=O)c1C (stereo unspecified),?
C=CCN(C(=O)CC1COc2ccc(C(=O)N(C)C)cc2N1C)C(C)C (stereo unspecified),-6.9%
CCn1c(CN2CCOCC2)nc2cc(NC(=O)c3cc(OC)c(OC)c(OC)c3)ccc21,?
CCCS(=O)(=O)N[C@H]1CO[C@H]2[C@@H]1OC[C@H]2OC(=O)Nc1ccc(OC)cc1,-25.7%[86.2 µM]
COc1ccc(C(=O)OCCN(C)C(C)(C)C)cc1OC,-10.1%
O=C(Nc1oc2ccc(Cl)cc2c(=O)c1-c1ccc2c(c1)OCO2)c1ccccc1,-1.8%
COc1cccc(CCNC(=O)c2cnc3sc(N4CCOCC4)nn3c2=O)c1,?
Cc1cccc(C)c1OCCC(=O)NC(C)c1cccs1 (stereo unspecified),12.6%
CCOC(=O)c1cc(-c2ccccc2)n(-c2cccc(C(=O)Nc3cccc(SC)c3)c2)c1C,?
COc1ccc(-c2cc(C(F)(F)F)c(C#N)c(SCC(=O)Nc3ccccc3F)n2)cc1,?
Cn1nc(CC(=O)Nc2ccccc2)c2ccccc2c1=O,14.8%
Cc1ccc(-c2ccc(CCC(=O)O)n2-c2ccc(C(C)C)cc2)cc1,?
# Remaining list, next part
SMILES,KDM5B inh
COc1ccccc1C1=NOC(COc2ccc3c(C)cc(=O)oc3c2)C1 (stereo unspecified),?
Cc1cccc(NC(=O)C(=O)NCC(c2cccnc2)N2CCc3ccccc32)c1C (stereo unspecified),?
CCCNC(=O)N1CCCCCC1CN1CCOCC1 (stereo unspecified),14.4%
Cn1c(=NC(=O)c2ccc(S(=O)(=O)N3CCCc4ccccc43)cc2)sc2cc(F)ccc21,-37.6%
O=C(O)Cn1ccc2cc(OCCc3cccc(-c4cncnc4)c3)cnc21,28.2µM*
CC(=O)N1C[C@@H](F)[C@@H](OCc2nc3ccc(C(F)(F)F)cc3[nH]2)C1,20.5%[86.2 µM]
Cc1ccc(C(C=O)C=O)cc1,-8.7%
O=C(Nc1ccccc1N1CCOCC1)c1ccc([N+](=O)[O-])o1,3.4%
COc1ccc(CNC(=O)N2CCCCC2c2noc(COCC3CC3)n2)cc1 (stereo unspecified),-3.8%
CCCCNc1nc(Cl)nc(Nc2ccc(C)cc2)n1,32.2%
CCCN1C(=O)C(O)(CC(=O)c2ccc(CC)cc2)c2ccccc21 (stereo unspecified),-8.5%
COC(=O)C(CC(CC(C(=O)OC)C(=O)OC)(C(=O)OC)C(=O)OC)C(=O)OC,-8.6%
O=S(=O)(C(Sc1ccc(Cl)cc1)=C(Sc1ccc(Cl)cc1)Sc1ccc(Cl)cc1)c1ccccc1,4.2%
Cc1nn(Cc2nc(-c3ccc4nc[nH]c4c3)no2)c(=O)c2ccccc12,54.6%
Cc1cc(C[C@@H]2COC[C@@H]2NC(=O)CCc2nc(-c3ccco3)no2)on1,-11.5%
COc1ccc(-c2[nH]ncc2CNC(=O)C2NCCc3[nH]cnc32)cc1 (stereo unspecified),?
Cc1nc(NCC2(c3ccccc3)CCOCC2)cc(C2CC(O)C2)n1 (stereo unspecified),11.1%
COc1ccc(S(=O)(=O)N(CC(=O)N2CCN(C)CC2)c2ccccc2OC)cc1,14.1%
CN(C)[C@H]1CCN(S(=O)(=O)c2ccsc2C(=O)O)C[C@H]1CCC(=O)O,29.9%
Oc1ccc(-c2nc(C3CC3)nc3c2CN(Cc2cncs2)CC3)cc1,?
C1CC(c2noc(C3CC3)n2)CN1 (stereo unspecified),21.7%
Fc1ccc(C2Cn3nnc(-c4nc(C5CC5)no4)c3CO2)cc1 (stereo unspecified),5.5%
COc1ccc(CC(=O)N2C[C@H](c3nc(-c4cccnc4)no3)[C@@H](C)C2)cc1,5.4%
CC(CNC(=O)C1CCC(=O)N(C2CC2)C1)(c1ccccc1)c1ccccc1 (stereo unspecified),-11.1%
COc1ccc(CCNC(=O)c2c(C)noc2-c2ccc(OC(F)(F)F)cc2)cc1OC,11.7%

# Two entries from above, set out differently:
Structure: COc1ccc(CNC(=O)N2CCCCC2c2noc(COCC3CC3)n2)cc1 (stereo unspecified)
  KDM5B inh: -3.8%

Structure: CCCCNc1nc(Cl)nc(Nc2ccc(C)cc2)n1
  KDM5B inh: 32.2%

# The results go on:
SMILES,KDM5B inh
CN(Cc1ccc(Cl)cc1)C(=O)C1CCN(c2ccc(C(F)(F)F)cn2)CC1,-0.2%
O=C(O)c1ccc(N2CCCS2(=O)=O)cc1,-7.8%
COc1ccc(CN2C(=O)COC[C@H]2C(=O)N2CCN(c3ccc(C)cc3)CC2)cc1,-0.9%
CC(C)(C)c1ccc(C(=O)OCC(=O)N2CCC(c3ccccc3)=N2)cc1,?
COc1ccc(-c2cc(N3CCCN(C(=O)c4cc(OC)cc(OC)c4)CC3)n[nH]2)cc1,1.2%
CCOC(=O)c1c(C)[nH]c(CCC(=O)Nc2ccccc2OCC)c1C,-14.8%
Cc1ccc2nc(CSc3nnc(NC(=O)c4cccc(Br)c4)s3)cc(=O)n2c1,19.2%
O=c1c2c3c(sc2nnn1Cc1ccc(Br)cc1)CCCC3,-7.8%
CCOc1ccccc1C(=O)Nc1cccc(-c2nc3ccccc3s2)c1,?
Cc1ccc(Cl)cc1NC(=O)CCS(=O)(=O)c1ccc(Br)s1,-21.9%
O=C(O)CCCc1ccccn1,-0.2%
COCc1ccc(C(=O)N2CCCC(Nc3ccc(C(C)C)cc3)C2)s1 (stereo unspecified),8.7%
O=C(c1ccccc1)N1C[C@H]2OC(=O)N(CCCN3CCOCC3)[C@H]2C1,-5.9%
CC1c2ccsc2CCN1C(=O)c1n[nH]c(=O)c2ccccc12 (stereo unspecified),-15.5%
O=C(NCc1ccc(F)cc1)C1(c2cccs2)CCOCC1,?
COCc1cc(CNC(=O)c2cn(C3CCC(N)CC3)nn2)[nH]n1 (stereo unspecified),-22.3%
CCCCCOc1ccc(/C=C/C(=O)/C=C/c2ccc(OCCCCC)cc2)cc1,-10.0%
COc1ccc(CCNC(=O)CCc2ccccc2)cc1OC,32.5%
CC(C)CCCC1CN(S(=O)(=O)c2ccsc2)CCO1 (stereo unspecified),40.9%[activator]
COc1cc(C(=O)NCC(c2ccc3c(c2)OCO3)N2CCN(C)CC2)cc(OC)c1OC (stereo unspecified),5.6%
CCc1nc(-c2c3n(c(=O)n(CC(=O)NCc4ccccc4Cl)c2=O)CCCC3)no1,6.7%
CCOC(=O)c1ccc(Nc2nc(-c3ccccc3)no2)cc1,?
CCn1c(CO)nnc1C1CC(NC(=O)c2ccc3nc(C)oc3c2)C1 (stereo unspecified),13.6%
COCCN1CN=C(Nc2nc(C)c3cccc(OC)c3n2)NC1,?
O=C(NCC1CCN(C2CCCC2)C1)Nc1ccccc1Cl (stereo unspecified),-2.7%
# The listing continues:
SMILES,KDM5B inh
Cc1ccc(C(C)CCN2CCC3(CC2)C(=O)N(Cc2ccccn2)C(=O)N3Cc2ccccc2)o1 (stereo unspecified),?
CCn1nc(C(=O)NC(c2ccc3c(c2)OCCO3)C(C)C)c2ccccc2c1=O (stereo unspecified),-15.8%
CCCOc1ccc(Oc2ncccc2CNC(=O)Nc2ccccc2)cc1,-9.6%
Cc1ncsc1C1N(C2CCN(Cc3cn(C)c4ccccc34)CC2)C(=O)C12CCCC2 (stereo unspecified),5.6%
O=C(NCc1ccc(Cl)cc1)c1cc(-c2ccc[nH]2)n[nH]1,-9.8%
CCc1c(C(=O)N[C@@H]2COCC[C@H]2OCc2ccccn2)csc1C,17.4%
Cn1c(=O)c2c(nc(NCc3ccco3)n2Cc2ccccc2Br)n(C)c1=O,3.7%
COCCN1Cc2cccc(C(=O)Nc3ccc(C)c(F)c3)c2C1=O,?
COCCNC(=O)CCCn1c(SCC(=O)c2ccc(Br)cc2)nc2c(sc3ccccc32)c1=O,-11.2%
Cc1ccc2cc3cc(C(=O)N4CCN(c5cccc(C(F)(F)F)c5)CC4)sc3nc2c1,-15.7%
CN1C[C@@H](NC(=O)Nc2cccc(C#N)c2)C[C@H]1c1nc(-c2ccccn2)no1,-24.8%[86.2 µM]
CCOC(=O)N1CCN(C(=O)c2sc(C(C)C)nc2C)CC1,25.3%
Cc1ccc2[nH]c(CSc3nnc(NC(=O)COc4ccccc4C)s3)cc(=O)c2c1,-21.2%
COc1cccc2cc(C(=O)Nc3ccc(NC(C)=O)cc3)c(=O)oc12,12.0%
COc1ccc(C2Cn3nnc(-c4noc(C5CCCC5)n4)c3CO2)cc1 (stereo unspecified),-8.8%
CCCCc1nn2c(=O)cc(CN(CC)c3ccccc3)nc2s1,-27.8%
Cc1ccc(NC(=O)NCC2CCN(Cc3cccc(Cl)c3)CC2)cc1Cl,-19.7%
CCOCC(=O)N1CCC(N2CC3CC(C2)[C@H]2CCCC(=O)N2C3)CC1 (stereo partly specified),?
COC(=O)c1nnn(CC(=O)Nc2cc(F)ccc2F)c1C(=O)OC,27.3%
O=C(Nc1ccc(F)c(Cl)c1)c1cccc2ccccc12,-10.5%
COCc1ncc(C)n1CC1CCN(C(=O)CCc2ccc(OC)cc2)CC1,4.6%
CCOc1ccc(-c2cc3c(=O)n(CCNC(=O)c4ccc(OC)cc4C)ccn3n2)cc1,28.2µM*
Cc1nn(CCCC(=O)NCc2ccccc2)c(=O)c2nn(-c3ccccc3)c(C)c12,-14.7%
Cc1cc(S(=O)(=O)N(C)CC2CCOCC2)ccc1Cl,24.1%
Cc1cc2oc(C(=O)NCC(c3ccco3)N3CCCCC3)cc(=O)c2cc1Cl (stereo unspecified),-2.1%
# Additional results
SMILES,KDM5B inh
O=C(O)c1ccnc(-c2ccnc(N3CCCOC(CN4CCCC4)C3)n2)c1 (stereo unspecified),?
Cc1noc(C)c1[S+](=O)([O-])N1CCC(N2CCOCC2=O)CC1,-6.3%[149 µM]
COCCNc1cc(-c2ccc(Cl)cc2)nc2c(C)noc12,10.6%[86.2 µM]
Cc1oc(-c2ccccc2)nc1C(=O)N1CCN(CC(=O)N2CCOCC2)CC1,3.7%
Cc1nn(CC(O)c2cc(F)ccc2F)c(=O)c2ccccc12 (stereo unspecified),16.0%
CCOc1ccc(CCNC(=O)CSc2nnnn2-c2ccc(C)cc2C)cc1OCC,-10.4%
O=C(C[C@@H]1O[C@H](CNC(=O)Nc2cccc(F)c2)[C@@H](O)[C@H]1O)NCCN1CCOCC1,6.9%
COc1ccc(-c2cn3nc(N4CCCC(C(=O)NCCc5cccs5)C4)sc3n2)cc1 (stereo unspecified),-8.9%
CCCc1nnc(NC(=O)c2cc(-c3ccncc3)nc3ccccc23)s1,20.4%
O=C(NCCc1ccncc1)C1CN(C(=O)c2ccc(Cl)s2)CC12CCOCC2 (stereo unspecified),16.9%
COc1ccc(NC(=O)c2cc(-c3ccco3)nc3c2cnn3C(C)C)cc1OC(F)F,?
CC(C)c1ccc([S+](=O)([O-])N2CC(CNC(=O)c3cnn(C)c3)C3(CN(c4ccccc4)C3)C2)cc1 (stereo unspecified),4.5%
CCC1CCCCN1S(=O)(=O)c1ccc(N2CCCCS2(=O)=O)cc1 (stereo unspecified),-2.7%
Fc1ccccc1/C=N/n1cc(-c2ccccc2)[nH]c1=S,-17.3%
O=[S+]1([O-])CCCN1C1CCN(Cc2ccc(C(F)(F)F)cc2)CC1,4.7%
Cc1cnc(CCNC(=O)c2ccc(C#N)cc2)n1C1CCCC1,11.3%

# Molecules listed so far containing a CF3 group, in the order listed:
SMILES,KDM5B inh
Cc1ccc(NC(=O)CSc2nc(-c3ccco3)cc(C(F)(F)F)n2)c(C)c1,-5.2%
COc1ccc(-c2cc(C(F)(F)F)c(C#N)c(SCC(=O)Nc3ccccc3F)n2)cc1,?
CC(=O)N1C[C@@H](F)[C@@H](OCc2nc3ccc(C(F)(F)F)cc3[nH]2)C1,20.5%[86.2 µM]
COc1ccc(CCNC(=O)c2c(C)noc2-c2ccc(OC(F)(F)F)cc2)cc1OC,11.7%
CN(Cc1ccc(Cl)cc1)C(=O)C1CCN(c2ccc(C(F)(F)F)cn2)CC1,-0.2%
Cc1ccc2cc3cc(C(=O)N4CCN(c5cccc(C(F)(F)F)c5)CC4)sc3nc2c1,-15.7%
O=[S+]1([O-])CCCN1C1CCN(Cc2ccc(C(F)(F)F)cc2)CC1,4.7%

# Looked up above:
# Value of Cc1cc(S(=O)(=O)N(C)CC2CCOCC2)ccc1Cl under KDM5B inh: 24.1%
# Value of O=C(O)c1ccc(N2CCCS2(=O)=O)cc1 under KDM5B inh: -7.8%
# Value of Cc1cnc(CCNC(=O)c2ccc(C#N)cc2)n1C1CCCC1 under KDM5B inh: 11.3%
